Yeast lifespan up: yeast lifespan extension | inhibition of the nicotinamide effect, % at 10 µM | S. cerevisiae growth with nicotinamide, OD615; deaD strain in restrictive glucose medium | 0.68% of 130,000 active | AID 775;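 active = inhibition above a set limit, placed 3 SD over the median of all compounds, cut at about 26% in these data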;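 note: 0% = nicotinamide-treated wells and 100% = cells grown without nicotinamide; some compounds called inactive have numbers as strong as hits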
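Material: Modified budding yeast, DeaD strain | Medium: Restrictive glucose medium | Probe or stimulus: 1.5 mM nicotinamide | Dosing: Single dose 10 µM compound, 0.25% DMSO | Times: 48 h at 30 °C | Technique: OD615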
PTEN del growth: PTEN-deleted cell growth suppression | AID 827 | HCT116 PTEN-null viability, CellTiter-Glo, 60 h; hits give low values | 1.2% of 140,000 active | viability, % at 10 µM;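 active = viability at or below a set limit, 4 SD under the median of all tested compounds, cut at about 3.7% in these data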;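 note: PTEN knockout HCT116 line with beta catenin targeted HCT116 as companion control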
Measles CPE: protection of cells from measles virus. AID 841. protection (pct of control), % at 4 µM. Measles virus-infected cells, CPE protection, absorbance. 1.5% of 140,000 active; in the data active = protection mostly above about 24%, no sharp cut-off; inactive = mostly below about 26%; note: some compounds called inactive have numbers as strong as hits
Phagocytosis inh: inhibitors of macrophage phagocytosis; J774A.1 macrophage IgG-bead phagocytosis, imaging; 0.07% of 110,000 active; inhibition, % at 5 µM;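 active = inhibition above the mean of the plate negative controls plus 5 SD, cut at about 13% in these data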;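 note: phagocytic index as fraction of beads internalized from green versus red external bead signal; plate controls were DMSO negative control for no effect and cytochalasin-D positive control for full effect; some results beyond the cut were filed as inactive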
MRP-1 activ: activators of MRP-1 | H69AR cells + doxorubicin, viability rescue, CellTiter-Glo | 0.61% of 140,000 active | viability increase, % at 10 µM;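 active = viability gain under doxorubicin at or above a set limit, the compound median plus 3 SD, cut at about 4.7% in these data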;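 note: MRP-1 overexpressing cells given doxorubicin 25 µM after compound pretreatment; 18-22 h compound pretreatment then 72 h with doxorubicin before readout; 0% = doxorubicin-only wells and 100% = vehicle-treated cells without doxorubicin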
NPY Y2 blocker: blocks the human neuropeptide Y Y2 receptor. P49146. NPY-Y2 expressing cells, antagonist mode. inhibition, % at 2.7 µM. 0.99% of 140,000 active. AID 793; in the data active = inhibition above about 17%;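 note: 0% = vehicle with agonist challenge and 100% = reference antagonist with challenge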
Target sequence (P49146 whole entry, looked up): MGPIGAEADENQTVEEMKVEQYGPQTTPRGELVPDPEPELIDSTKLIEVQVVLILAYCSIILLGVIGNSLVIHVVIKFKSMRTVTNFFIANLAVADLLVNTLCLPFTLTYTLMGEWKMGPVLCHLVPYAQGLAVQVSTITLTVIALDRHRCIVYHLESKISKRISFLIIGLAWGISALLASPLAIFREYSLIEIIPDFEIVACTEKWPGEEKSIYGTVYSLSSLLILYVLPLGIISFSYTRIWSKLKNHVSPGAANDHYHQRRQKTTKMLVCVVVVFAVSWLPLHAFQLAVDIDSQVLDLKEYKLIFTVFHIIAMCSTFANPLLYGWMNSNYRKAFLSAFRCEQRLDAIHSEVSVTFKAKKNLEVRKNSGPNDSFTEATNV
HCT116 bCat-KO: beta-catenin-lacking colon tumor cell growth suppression | HCT116 beta-catenin knockout viability, CellTiter-Glo, 60 h; hits give low values | viability, % at 10 µM | 1.5% of 140,000 active;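 active = viability at or under a set limit, the compound median less 4 SD, cut at about 6% in these data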;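 note: 0% = Hyamine 1622 control at 20 µM and 100% = untreated cell control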
BB579 growth dn: chemicals that inhibit yeast BB579 growth in restrictive medium (lifespan-shortening candidates). S. cerevisiae BB579 growth, OD615, 48 h. inhibition, % at 10 µM. 0.51% of 140,000 active. AID 804;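 active = inhibition above a set limit, 3 SD over the mean compound inhibition, cut at about 44% in these data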; note: inactives centre near -24
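Detection: OD615 turbidity measurement; Material: Saccharomyces cerevisiae DeaD strain BB579, replicative lifespan model yeast; Timing: 48 h exposure, 30 °C; Doses: single 10 µM dose; Medium: CSMM-D restrictive synthetic medium containing dextrose (glucose); Controls: amphotericin B at 10 µg/mL as positive control.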
GALR2 antag: GALR2 (human) receptor antagonism. GALR2-expressing cells, antagonist mode. inhibition, % at 4 µM. 0.39% of 140,000 active. AID 828; in the data active = inhibition above about 27%;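 note: cells stimulated with galanin 1-16 at roughly its EC80; 0% = agonist challenge control and 100% = basal control without agonist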
Target sequence (O43603 whole entry, looked up): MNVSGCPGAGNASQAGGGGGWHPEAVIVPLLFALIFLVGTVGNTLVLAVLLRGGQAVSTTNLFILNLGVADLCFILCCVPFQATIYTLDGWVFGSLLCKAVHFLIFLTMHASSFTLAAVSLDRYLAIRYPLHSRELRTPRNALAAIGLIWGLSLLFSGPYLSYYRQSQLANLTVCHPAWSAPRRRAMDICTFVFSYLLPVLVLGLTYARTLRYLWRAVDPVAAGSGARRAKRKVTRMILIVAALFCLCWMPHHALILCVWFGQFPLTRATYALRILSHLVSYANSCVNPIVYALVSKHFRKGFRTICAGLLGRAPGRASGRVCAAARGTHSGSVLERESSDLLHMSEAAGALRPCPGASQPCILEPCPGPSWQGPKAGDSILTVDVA
E-sel TNF inh: blocks E-selectin expression induced by TNF alpha | HUVEC TNFa-induced E-selectin immunofluorescence, high content | AID 1246 | 0.71% of 120,000 active | inhibition, % at 2 µM;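 active = inhibition above the batch mean plus 3 SD, and confirmed as a hit on visual image review, cut at about 43% in these data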;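 note: 0% = TNF-stimulated DMSO wells and 100% = unstimulated control wells; not every result past the cut was called active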
* = called active by the depositor; . = no result given; & = joins results of further samples.

SMILES	Yeast lifespan up	PTEN del growth	Measles CPE	Phagocytosis inh	MRP-1 activ	NPY Y2 blocker	HCT116 bCat-KO	BB579 growth dn	GALR2 antag	E-sel TNF inh
CC(C)CCN1CC(C(=O)NCc2ccccc2)CC1=O (stereo not given)	-16	105	3	0	-3.4	2	108	8	3	-9
O=C(CCSc1ccc(Cl)cc1)NC12CC3CC(CC(C3)C1)C2	25	59	1	-1	-0.7	5	71	-44	-5	11
O=C(NC1CCCCC1)C1CCCN(S(=O)(=O)c2cnc[nH]2)C1 (stereo not given)	-8	99	8	0	0.1	0	97	11	5	-3
Cc1cccc(NC(=O)CN2C(=O)N/C(=C/c3cc(C)n(C(C)C)c3C)C2=O)c1	-2	95	1	0	-3.0	-3	92	-28	15	-5
O=C(CCCN1C(=O)CCC1=O)Nc1ccc2c(c1)OCCO2	-12	93	9	-3	-3.5	6	95	-4	1	7
O=C(c1cnc2sccn2c1=O)N(Cc1ccccc1)c1ccccn1	-5	90	24	-1	-1.6	3	95	-8	6	-4
CCOC(=O)c1c[nH]c2c(C)cc(C)cc2c1=O	-12	75	16	.	-0.8	3	77	-44	12	-67
Cc1cc(C)c(C)c(OCC(=O)O/N=C(\N)c2ccccn2)c1	-12	101	5	0	1.9	8	97	-46	-9	.
CC(=O)Oc1c(S(=O)(=O)c2ccc(C)cc2)c(C)nn1-c1ccccc1	-7	112	15	.	-0.5	1	90	-18	-4	-24
CNc1cc(CS(=O)c2ccccc2)nc(-c2ccccc2)n1 (stereo not given)	-14	102	8	.	-1.1	7	110	-6	1	2
CCOc1ccc(-c2nc(C#N)c(N3CCN(Cc4ccccc4)CC3)o2)cc1	-17	64	10	0	2.0	4	47	-15	4	.
O=C(Nc1ccc2c(c1)OCCO2)C1CCN(C(=O)c2ccc(Br)cc2)CC1	-12	75	3	1	-3.4	7	77	-25	2	-32
Cc1cccc(C(=O)Nc2ccccc2C(=O)OCC(=O)Nc2ccc(C#N)cc2)c1	-2	94	11	0	-0.5	0	101	-27	5	-13
CCN(CC)S(=O)(=O)c1cc(OCC(N)=O)c(C)cc1Cl	1	90	9	0	-1.2	1	99	1	1	.
COC(=O)c1cc(CNC(=O)c2cccc(Cl)c2Cl)ccc1OC	-4	89	7	-6	-2.2	1	95	-8	3	.
Cc1cccc(OCCCn2c(=O)sc3ccccc32)c1	-25	85	2	2	0.9	11	84	-41	-10	3
COc1cc(C(=O)OCC(=O)c2cc(C)n(C)c2C)cc(NC(=O)c2ccco2)c1OC	-2	88	53*	-1	-3.6	2	87	-31	-8	.
Cc1ccc(C2=N/C(=C/N3CCOCC3)C(=O)O2)cc1	-16	89	38	.	-0.7	1	86	-8	-3	16
Cc1ccc(S(=O)(=O)Cc2ccc(C(=O)N3CCN(c4cc(C)ccc4C)CC3)o2)cc1	-5	33	5	0	-4.5	5	34	-20	-8	.
COc1cc(C(=O)NCCC(C)C)c([N+](=O)[O-])cc1OC	-8	97	5	-3	-1.3	2	108	-28	-1	2
COc1ccc(-c2c(C)n([O-])c3c([n+]2=O)CCCC3)cc1	0	98	15	.	-1.6	-1	89	-35	3	6
O=C(CCC(=O)Nc1ccc(Oc2ccccc2)cc1)NCCO	-12	96	7	1	-5.2	1	94	-38	-1	.
Cc1cc(-c2ccccc2)nc2cc(C(=O)NCCCn3ccnc3)nn12	-5	86	26	.	-3.2	2	84	-12	7	-15
COc1ccc(CN(C)C(=O)COC(=O)c2ccc3c(c2)OCO3)cc1OC	-7	102	3	-1	-0.2	3	95	-60	1	27
O=C(CSc1nc(-c2ccccc2)cc(C(F)(F)F)n1)c1cccc([N+](=O)[O-])c1	-2	57	9	-1	-2.0	5	63	-34	-8	.

Taken from above.
Cc1cccc(OCCCn2c(=O)sc3ccccc32)c1 in Phagocytosis inh shows 2
Cc1ccc(C2=N/C(=C/N3CCOCC3)C(=O)O2)cc1 in Yeast lifespan up shows -16

(continued)
SMILES	Yeast lifespan up	PTEN del growth	Measles CPE	Phagocytosis inh	MRP-1 activ	NPY Y2 blocker	HCT116 bCat-KO	BB579 growth dn	GALR2 antag	E-sel TNF inh
COc1cc(/C=N\Nc2nc3ccccc3[nH]2)cc(OC)c1OC	-9	44	7	-1	-2.9	1	43	5	12	-17
N#CCc1nc2c3c4c(sc3ncn2n1)CCCC4	-7	95	4	0	-0.3	3	93	-31	5	0
CCOC(=O)C1CCN(c2cc(C)nc3cc(-c4cccc(F)c4)nn23)CC1	-15	82	35	1	-1.4	0	87	-4	-9	1
COc1ccc(C(C[N+](=O)[O-])c2c(-c3ccccc3)cc3ccccn23)cc1OC (stereo not given)	25	49	12	-1	-5.5	7	41	19	10	20
CC(C)(C)c1csc(NC2=NS(=O)(=O)c3ccccc32)n1	-2	99	9	0	-1.9	2	88	-41	5	-11
CNC(=O)NC(=S)NC(=O)c1ccc(OC)cc1	-18	96	0	.	1.4	-1	98	-27	10	-40
COc1cc(C2C3=C(CC(c4ccco4)CC3=O)Nc3ccccc3N2C(C)=O)cc(OC)c1OC (stereo not given)	-16	95	20	-2	-2.7	4	93	-10	4	.
CN1C(=O)C2(c3ccccc31)N(C)CC(c1ccccc1)C21SC(=S)N(Cc2ccco2)C1=O (stereo not given)	-7	49	5	.	1.4	-3	35	-54	-11	-3
COc1cc2nc(NC(=O)c3ccccc3)[nH]c(=O)c2cc1OC	-6	91	9	4	-1.2	4	95	-25	-5	-17
Cc1cccc(C(=O)NN(C)c2nc(-c3ccccc3)nnc2C(F)(F)F)c1	-12	100	10	.	-0.1	1	104	-48	2	18
Cc1cc(C)c2c(-n3cccc3)c(C(=O)NNS(=O)(=O)c3ccc(Cl)cc3)sc2n1	55	95	7	.	-4.1	3	87	-45	-1	35
O=C(COC(=O)c1cc(-c2cccs2)nn1-c1ccccc1)Nc1cc([N+](=O)[O-])ccc1Cl	4	93	6	.	0.5	5	88	-30	-2	14
COc1ccc(NC(=O)COC(=O)/C=C/c2ccc(OC)c(S(=O)(=O)N3CCOCC3)c2)cc1	4	103	4	-3	-1.2	-1	101	-4	10	.
Cc1cc(C)n(-c2nc3ccccc3c(=O)n2OCc2ccc(Cl)cc2)n1	0	76	5	.	-1.7	-3	71	-31	7	3
CCn1nnnc1SCC(=O)Nc1cc(C)on1	.	100	10	.	1.4	3	96	-11	0	31
CCOc1ccc(NC(C(=O)Nc2cccc(C(C)=O)c2)c2ccccc2)cc1 (stereo not given)	-5	79	13	-6	-1.8	1	85	-34	-9	.
c1ccc(CCCc2nc(-c3ccccn3)no2)cc1	-10	107	10	0	0.3	3	106	-27	4	13
Cc1cccc(C(C)C)c1NC(=O)c1ccc(COc2ccc3c(C)cc(=O)oc3c2)cc1	4	84	11	-1	-1.9	3	81	-58	-4	6
S=C(Nc1ccccc1Cl)N(CCN1CCCCC1)Cc1ccco1	4	84	30	-4	-3.9	10	87	-2	-3	21
O=C(Cn1cnc([N+](=O)[O-])c1)NCc1ccc(F)cc1	-7	92	5	-2	-1.2	4	99	-43	2	25
Cc1nn(Cc2ccc(Cl)c(Cl)c2)c(C)c1NC(=O)c1noc2c1CCCCC2	3	90	11	-1	-1.6	0	99	-41	5	.
CC(C)N(CCNS(=O)(=O)c1ccc(Cl)cc1)C(C)C	-1	89	6	0	-1.8	0	94	-43	7	-19
O=c1cc(O)nc(SCc2ccccc2)n1-c1ccccc1	-10&1	101&97	15&17	-1&-1	-0.8&0.0	0&0	98&103	-50&-82	-9&-5	-7&-28
Cc1cccc(Nc2nc(N)nc(CN3CCN(c4ccc(F)cc4)CC3)n2)c1	-17	69	4	0	-3.3	2	66	-20	-3	10
COc1ccc(OCCSc2nnc(C)n2-c2ccccc2)cc1	.	96	12	.	-0.5	4	79	-7	12	11
Remaining list, next part.
SMILES	Yeast lifespan up	PTEN del growth	Measles CPE	Phagocytosis inh	MRP-1 activ	NPY Y2 blocker	HCT116 bCat-KO	BB579 growth dn	GALR2 antag	E-sel TNF inh
Cc1cc(C)cc(N2C(=O)CSC2c2cccs2)c1 (stereo not given)	4	99	45	0	0.0	4	90	-94	11	.
Cc1ccc(-c2cc(C(=O)Nc3cnn(C45CC6CC(CC(C6)C4)C5)c3)no2)cc1	-4	95	6	0	-0.9	3	100	-89	9	2
O=C(O)CCCNS(=O)(=O)c1ccc2ccccc2c1	-15	94	21	1	-2.1	7	104	-41	12	.
Cc1occc1C(=O)Nc1nnc(-c2ccncc2)s1	-27	104	6	-2	-2.7	2	108	-40	2	3
CCNC(=O)CSc1nnc(-c2cc(-c3ccc(Cl)cc3)nc3ccccc23)o1	-5	80	5	-6	-3.7	5	92	-6	-11	3
C/C(=N\NC(=O)CC1(C)OCCO1)c1cccs1	-2	103	12	.	-2.9	1	104	2	-4	.
CC(=O)Nc1ccc(S(=O)(=O)NCCc2ccc(S(N)(=O)=O)cc2)cc1	-12	90	11	1	0.4	-1	100	-6	-5	-6
CC(C)(C)c1cnnn1-c1ccc(C(=O)CCl)cc1	7	93	10	0	-1.9	1	102	15	9	4
N#CC1=C(N)Oc2n[nH]c(-c3ccccc3)c2C12C(=O)Nc1ccccc12 (stereo not given)	-7	108	3	-2	-0.8	1	101	-18	14	-42
O=C(N/N=C(/CC(=O)c1cccs1)C(F)(F)F)c1ccc(O)cc1	4	103	4	-6	0.5	3	101	-67	-16	.
Cc1n[nH]c(C)c1Sc1ccccc1N=Cc1cc([N+](=O)[O-])ccc1O	-2	82	1	0	-2.3	0	82	25	1	21
Cc1cc(C)c(NC(=O)COc2nc3ccccc3nc2C)c(C)c1	5	98	4	-8	0.6	0	91	-5	-10	-18
COc1ccc(C)cc1N(C)C(=O)c1coc(=O)c2ccccc12	-4	105	21	2	-0.8	5	88	-54	0	5
CC(C)C[C@@H]1NC(=O)N(CCN2CCOCC2)C1=O	-10	94	11	-1	0.3	3	100	-13	4	25
O=C(Cc1ccc(S(=O)(=O)N2CCOCC2)s1)NCC1CCCCC1	-7	95	12	-1	0.2	1	90	-3	-11	.
O=C(CSc1ncn[nH]1)Nc1ccc([N+](=O)[O-])cc1Br	-7	92	1	-1	2.6	-2	86	-20	-6	.
Cc1cccc(NC(=O)CSc2ncnc3c2oc2ccccc23)c1	-10	96	15	.	1.6	8	89	-12	6	5
CCOc1cc(CNc2ccc3c(c2)OCCO3)cc(Br)c1OCC	-18	12	6	.	-5.2	7	12	-51	-3	-33
O=C(CN(c1ccc(Cl)cc1)S(=O)(=O)c1ccccc1)N1CCN(c2ccccc2)CC1	1	86	18	4	-2.5	5	86	-34	-12	18
COc1ccc(/C=C/C(=O)c2ccc(NC(=O)c3cccs3)cc2)cc1OC	-22	1.8*	10	0	-2.7	1	1.4*	-64	-3	17
CCOc1ccccc1N1CCN(C(=O)C(F)(F)F)CC1	-12	115	12	-1	-0.5	1	107	-49	-1	10
CC1CCC(N2CC(=O)N(Cc3ccc4c(c3)OCO4)C(c3ccc(F)cc3)C2=O)CC1 (stereo not given)	-11	51	5	-2	-1.5	4	41	-35	-13	11

Screens from PubChem BioAssay.
